Avidin fluor: compound fluoresces at 488/530 nm on avidin beads; compound fluorescence 488/530 nm, flow cytometry; hits give high values; fluorescence (KMESF) at 10 µM; 0.38% of 220,000 active; AID 1775; in the data active = fluorescence above about 47; note: inactives centre near 10
Pf gamet viab: inhibitors of late stage P. falciparum gametocyte viability | P. falciparum stage V gametocytes, ATP luminescence, 24 h | inhibition, % at 10.9 µM | 0.065% of 150,000 active;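 active = inhibition above the mean plus 3 SD of compounds within the control limits, set per campaign, cut at about 38% in these data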;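 note: 0% = DMSO wells and 100% = medium only without gametocytes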
Starred values were filed as active, the others as inactive; . = not tested or not shown. The list is partial (hit frequency here may not be typical).

1: CCOc1c2ccccc2nn1CCO
2: C/C(CC(=O)Nc1ccc(N(C)C)cc1)=N\NC(=O)c1ccccc1F
3: CCN1C[C@@H]2[C@@H]3C(=O)N(C)C(=O)[C@@H]3[C@](CC)(C1=O)N2C(=O)c1ccccc1
4: COc1cccc2cc(-c3cn4ccc(C)cc4n3)c(=O)oc12
5: Cc1ccc(-c2nn(-c3ccccc3)cc2CC(=S)N2CCOCC2)cc1
6: c1cncc(CNc2ncnc3ccc(-c4cccnc4)cc23)c1

Screen / compound no.,1,2,3,4,5,6
Avidin fluor,.,.,.,.,.,.
Pf gamet viab,19.8,-11.8,-26.9,-6.8,-9.0,1.9

7: CCOC(=O)c1cnc2c(Cl)cccc2c1NCCCN1CCOCC1
8: O=C(O)C(Cc1ccccc1)N1C(=O)c2c(Cl)c(Cl)c(Cl)c(Cl)c2C1=O (stereo not drawn)
9: CCCSc1ccc([C@@H]2[C@@H]3C(=O)N(CC)C(=O)[C@@H]3[C@]3(C(=O)OC)CCCCN23)cc1
10: O=c1c2ccccc2nc2sc(Nc3ccc(F)cc3)nn12
11: COC(=O)c1ccc(C)c(NC(=O)c2ccc(CN3CCc4ccccc4C3)cc2)c1
12: COC(=O)C1=C(C)N(CCCC(=O)O)C(=O)NC1c1cccc(OC)c1 (stereo not drawn)

Screen / compound no.,7,8,9,10,11,12
Avidin fluor,.,.,.,.,.,.
Pf gamet viab,-59.9,-1.0,15.0,2.1,20.6,-8.1

13: COc1cccc(OCc2nn[nH]n2)c1
14: O=C(O)C(NC(=O)c1ccccc1)=C(Cl)Cl
15: COc1ccc(Cl)cc1C(=O)NNC(=O)c1ccncc1
16: COc1ccc(CN2CCN(C(=O)c3cccc4ccccc34)CC2)cc1OC
17: COc1ccc(C(=O)NC(=S)NNC(=O)c2cccc(C)c2)cc1
18: COc1cc2[nH]c(=O)c(C(=O)NCc3ccccc3Cl)c(O)c2cc1OC

Screen / compound no.,13,14,15,16,17,18
Avidin fluor,.,.,.,.,.,.
Pf gamet viab,18.8,25.0,-9.9,-11.1,-6.1,-8.3

19: CC1CCc2c(sc(NC(=O)/C=C/c3cccs3)c2C(=O)O)C1 (stereo not drawn)
20: CCCNC(=O)C(Cc1cccc(C#N)c1)NC(=O)c1ccc(C#N)cc1 (stereo not drawn)
21: COc1ccc([C@@H]2[C@@H]3C(=O)N(C(C)(C)C)C(=O)[C@@H]3[C@]3(Cc4ccc(Cl)cc4)C(=O)N(c4cccc(Br)c4)C(=O)N23)cc1
22: CCCOc1ccc(C2=CC(=O)C[C@H](c3ccc(OC)cc3)C2)cc1
23: COC(=O)[C@@H](Cc1ccccc1)N(Cc1ccccc1)S(=O)(=O)N(Cc1ccccc1)[C@H](Cc1ccccc1)C(=O)OC
24: COc1ccc(F)cc1S(=O)(=O)Nc1ccncc1

Screen / compound no.,19,20,21,22,23,24
Avidin fluor,.,.,.,.,.,.
Pf gamet viab,-1.7,14.1,2.0,17.6,-15.6,-12.8

25: Cc1cccc(NC(=S)NCCc2ccccc2)c1C
26: O=C(NCCNC(=O)c1ccc(F)cc1)c1ccc(F)cc1
27: O=[N+]([O-])c1cccc(-c2c(-c3ccccc3)ncc3ccc(F)cc23)c1
28: CC(O)c1nc2ccccc2n1C(C)c1ccccc1 (stereo not drawn)
29: Oc1ccc(C=Nc2cccc3ccccc23)c(O)c1
30: NC1=NC(=O)/C(=C/C=C/c2cccs2)S1

Screen / compound no.,25,26,27,28,29,30
Avidin fluor,.,.,.,.,.,.
Pf gamet viab,-35.6,-0.4,12.3,-0.5,-6.2,-1.5

31: Cc1ccc(OCCn2c(=S)[nH]c3ccccc32)c(C(C)C)c1
32: Nc1nc(N)nc(-c2cccc(Cl)c2)n1
33: CCOc1cccc(C=NCCc2ccc(OC)c(OC)c2)c1O
34: C[C@H]1CN([C@@H](C)CO)C(=O)Cc2cc(NS(C)(=O)=O)ccc2O[C@@H]1CN(C)Cc1ccc(Cl)c(Cl)c1
35: COc1ccc(NC(=O)c2ccc(C)cc2)cc1
36: CC(=O)OCCN1C(=O)c2ccc(-c3nc4ccccc4c(=O)o3)cc2C1=O

Screen / compound no.,31,32,33,34,35,36
Avidin fluor,.,.,.,.,.,.
Pf gamet viab,-7.8,14.3,6.3,21.6,5.8,6.8

37: O=C(NCCCN1CCOCC1)c1onc(CSc2ccncc2)c1C(=O)NCCCN1CCOCC1
38: COc1ccc(N(CC(=O)NCCSCc2ccc(Cl)cc2)S(C)(=O)=O)cc1Cl
39: COc1cc(C=O)ccc1OC(=O)Nc1ccccc1
40: CCOC(=O)c1cc2c(=O)n3ccccc3nc2n(C)c1=NC(=O)c1c(-c2c(F)cccc2Cl)noc1C
41: COc1ccc(S(=O)(=O)N2CCCC2)cc1OC
42: Cc1ccnc(SC2CC(=O)N(c3ccc(C(C)C)cc3)C2=O)n1 (stereo not drawn)

Screen / compound no.,37,38,39,40,41,42
Avidin fluor,.,.,.,.,.,.
Pf gamet viab,7.0,-3.0,11.8,-9.6,15.8,2.7

43: CC(C)N(Cc1ccccc1)S(=O)(=O)c1ccc(F)cc1
44: CNc1[nH]c(=O)[nH]c(=O)c1N=Nc1cc(Cl)ccc1Cl
45: CC1CC(Nc2ccccc2)c2ccccc2N1C(=O)c1ccccc1F (stereo not drawn)
46: CC1=C(C(=O)OCc2ccccc2)C(c2ccc3ccccc3c2)NC(=O)N1CCCC(=O)O (stereo not drawn)
47: C=CCNC(=O)C1CC(=O)N(c2ccc(OCc3ccccc3Cl)cc2)C1 (stereo not drawn)
48: COc1cc(C(=O)OCCCN(C)C)cc(OC)c1OC

Screen / compound no.,43,44,45,46,47,48
Avidin fluor,.,.,.,.,.,.
Pf gamet viab,10.4,-7.9,-17.2,-1.4,11.0,-8.2

49: Nc1cccc(NC(=O)CCC(=O)NCc2ccco2)c1
50: COc1ccc(CCNC(=O)CC(=O)N/N=C/c2ccc(Br)cc2)cc1OC
51: Cc1csc(N2CCCC2c2nc3cc(C(F)(F)F)ccc3n2CCOCCO)n1 (stereo not drawn)
52: Cc1ccc(-n2ncc3c(=O)n(CC(N)=O)cnc32)cc1
53: O=C(NCCN1CCCC1)c1ccc(Br)cc1
54: COc1ccc(CCN(C)Cc2cccc3ccccc23)cc1OC

Screen / compound no.,49,50,51,52,53,54
Avidin fluor,.,.,.,.,.,.
Pf gamet viab,18.2,-11.1,-11.3,-17.5,10.9,-2.4

55: COc1ccc(S(=O)(=O)NC(C)C(=O)N2CCCC2)cc1Cl (stereo not drawn)
56: Cc1ccc(CNC(=O)c2cc(-c3ccccc3)nn2Cc2cc(C)no2)cc1
57: COc1cccc2c(N/N=C/c3ccccc3)cc(C)nc12
58: CC(=O)Nc1ccc(CN2CCCCCC2)cc1
59: Cn1c(C(=O)N2CCN(c3ccccn3)CC2)cc2ccccc21
60: O=C(O)C1=CC[C@@H](c2ccc(Cl)cc2)N(S(=O)(=O)c2ccc(Cl)cc2)C1

Screen / compound no.,55,56,57,58,59,60
Avidin fluor,.,.,.,.,.,.
Pf gamet viab,-8.1,-1.7,-20.4,14.1,21.8,-13.0

61: C[C@@H]1C=C[C@](Cc2ccccc2)(C(=O)O)N1C(=O)c1ccccc1
62: COc1ccc(C(=O)OCc2c(-c3cccc(OC)c3)ncc3ccccc23)cc1
63: Cc1cc(C(=O)Nc2ccc([N+](=O)[O-])cn2)cs1
64: CCN1C(=O)CC(c2ccccc2)CC1=O
65: CC(=O)Nc1ccc(-c2sc(Nc3ccccc3)n[n+]2C)cc1
66: CCCCN1C(=O)NC(c2cccc([N+](=O)[O-])c2)C(C(=O)OCC)=C1C (stereo not drawn)

Screen / compound no.,61,62,63,64,65,66
Avidin fluor,.,.,.,.,.,.
Pf gamet viab,9.9,-16.7,6.0,0.1,-18.8,-28.6

67: COc1ccc([N+](=O)[O-])cc1NC(=O)c1cccnc1
68: COc1cccc2c1C(=O)CC1C2CCC2CC(=O)CCC21C (stereo not drawn)
69: NC(=O)CSc1nnc(COc2ccc3ccccc3c2)o1
70: c1ccc(Oc2cccc(Oc3ccccc3)n2)cc1
71: N/C(=N\OC(=O)c1ccc([N+](=O)[O-])cc1Cl)c1ccccn1
72: O=c1c2c3nc4ccccc4nc3n(CCN3CCOCC3)c2ncn1CCN1CCOCC1

Screen / compound no.,67,68,69,70,71,72
Avidin fluor,.,.,.,.,.,.
Pf gamet viab,-10.5,7.7,26.2,16.9,-13.8,7.5

73: Cc1ccc(C(=O)NN=C2CCCC2)cc1C
74: O=C(Nc1ccc(S(=O)(=O)Nc2cnc3ccccc3n2)cc1)c1ccc(Cl)cc1Cl
75: Cc1cccc(NC(=S)N2CCC(C(=O)c3ccc(F)cc3)CC2)c1
76: COCCNC(=O)CCC1CCN(Cc2cccc(Oc3ccccc3)c2)CC1
77: COc1ccc(CCNC(=O)C2CCN(C(=O)c3ccc(F)cc3)CC2)cc1OC
78: COc1cc2c(cc1OC)C(c1ccc([N+](=O)[O-])cc1)NC(=O)C2 (stereo not drawn)

Screen / compound no.,73,74,75,76,77,78
Avidin fluor,.,.,.,.,.,.
Pf gamet viab,11.5,13.7,-4.2,2.0,-0.5,-6.6

79: Cc1cc2c(cc1C)C(c1ccccc1F)CC(=O)N2 (stereo not drawn)
80: Cc1noc(C)c1S(=O)(=O)N(C)C[C@H]1Oc2c(NC(=O)Nc3ccccc3)cccc2C(=O)N([C@H](C)CO)C[C@@H]1C
81: Cn1c(SCc2ccccc2F)nc2ccccc2c1=O
82: COc1ccc(Nc2nc3ccccc3n2C)cc1
83: O=[N+]([O-])c1ccc(CNc2cccc(Cl)c2)s1
84: CC(C)Sc1ccccc1C(=O)Nc1ccc2c(c1)n(C)c(=O)n2C

Screen / compound no.,79,80,81,82,83,84
Avidin fluor,.,.,.,.,.,.
Pf gamet viab,-21.8,-2.2,-20.2,21.3,-17.1,-6.1

85: CCOC1(c2ccccc2)CC1C(=O)N/N=C/c1cccc([N+](=O)[O-])c1 (stereo not drawn)
86: COc1ccc(C(=O)OCC(=O)Nc2sccc2C(N)=O)cc1OC
87: COc1ccccc1/C=N/Nc1nc(C)cc(C)n1
88: O=[N+]([O-])c1ccc(OCCO)c(P(=O)(c2ccccc2)c2ccccc2)c1
89: O=C(NC(=S)Nc1cccc([N+](=O)[O-])c1)c1ccccc1
90: CCOC(=O)N1CCC(NC(=O)c2ccc(Cl)cc2)CC1

Screen / compound no.,85,86,87,88,89,90
Avidin fluor,22,6,6,8,4,7
Pf gamet viab,17.2,17.6,12.5,-15.5,-0.9,-18.6

91: CCC(=O)Nc1c(-c2ccccc2)c(=O)c2ccccc2n1C
92: COC(=O)c1cc(C)ccc1OCc1ccc([N+](=O)[O-])cc1
93: CC1CCN(C(=O)c2[nH]cnc2C(=O)N[C@@H](CCCCNC(=O)OC(C)(C)C)C(=O)OC(C)(C)C)CC1
94: CC1(C)C(CC2OCC(CN3CCCCC3)O2)[C@H]2CC[C@@H]1C2 (stereo partly drawn)
95: CC(C)(C)c1cc(NCc2ccccn2)n2ncc(-c3ccccc3)c2n1
96: C/C(=N/NC(=O)CN1CCN(S(=O)(=O)c2ccc(C)cc2)CC1)c1ccco1
97: OC1(c2ccccc2)Cc2cccc[n+]2C1c1ccccc1 (stereo not drawn)
98: O=C(Nc1cccc(S(=O)(=O)c2cccc(NC(=O)c3ccco3)c2)c1)c1ccco1
99: O=C(O)CCNC(=O)CCCn1nnc2ccccc2c1=O

Screen / compound no.,91,92,93,94,95,96,97,98,99
Avidin fluor,8,7,9,7,10,6,3,8,8
Pf gamet viab,-6.2,0.2,-6.9,10.8,-2.9,-12.8,-16.4,-13.1,-34.2

Grouped by structure, those above with fluorine (13)
2: C/C(CC(=O)Nc1ccc(N(C)C)cc1)=N\NC(=O)c1ccccc1F
10: O=c1c2ccccc2nc2sc(Nc3ccc(F)cc3)nn12
24: COc1ccc(F)cc1S(=O)(=O)Nc1ccncc1
26: O=C(NCCNC(=O)c1ccc(F)cc1)c1ccc(F)cc1
27: O=[N+]([O-])c1cccc(-c2c(-c3ccccc3)ncc3ccc(F)cc23)c1
40: CCOC(=O)c1cc2c(=O)n3ccccc3nc2n(C)c1=NC(=O)c1c(-c2c(F)cccc2Cl)noc1C
43: CC(C)N(Cc1ccccc1)S(=O)(=O)c1ccc(F)cc1
45: CC1CC(Nc2ccccc2)c2ccccc2N1C(=O)c1ccccc1F (stereo not drawn)

Screen / compound no.,2,10,24,26,27,40,43,45
Avidin fluor,.,.,.,.,.,.,.,.
Pf gamet viab,-11.8,2.1,-12.8,-0.4,12.3,-9.6,10.4,-17.2

51: Cc1csc(N2CCCC2c2nc3cc(C(F)(F)F)ccc3n2CCOCCO)n1 (stereo not drawn)
75: Cc1cccc(NC(=S)N2CCC(C(=O)c3ccc(F)cc3)CC2)c1
77: COc1ccc(CCNC(=O)C2CCN(C(=O)c3ccc(F)cc3)CC2)cc1OC
79: Cc1cc2c(cc1C)C(c1ccccc1F)CC(=O)N2 (stereo not drawn)
81: Cn1c(SCc2ccccc2F)nc2ccccc2c1=O

Screen / compound no.,51,75,77,79,81
Avidin fluor,.,.,.,.,.
Pf gamet viab,-11.3,-4.2,-0.5,-21.8,-20.2
